MCL1-BIM inh = disrupts human MCL1 binding to BIM-BH3 peptide. Q07820. GST-MCL1 / FITC-Bim-BH3 fluorescence polarization. inhibition, % at 10.9 µM. actives 0.68% (n = 320,000). AID 2057;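 active = inhibition above the mean inhibition of all tested compounds plus 3 SD, set per campaign, cut at about 40% in these data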;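 note: 0% = DMSO wells and 100% = unlabeled Bim-BH3 peptide control; higher means more loss of mP so more displacement of Bim peptide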
BCLXL inh = inhibitors of human Bcl-xL | Q07817 | actives 0.7% (n = 320,000) | GST-Bcl-xL / FITC-Bim BH3 peptide fluorescence polarization | inhibition, % at 10.9 µM | AID 2129;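 active = inhibition above the mean of all tested compounds plus 3 SD, cutoff set per campaign, cut at about 30% in these data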;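 note: 0% = DMSO wells and 100% = unlabeled Bim-BH3 peptide competitor; inhibitors lower millipolarization by displacing the labeled peptide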
GLD-1 TGE inh = GLD-1-TGE RNA interaction inhibition (C. elegans); actives 0.44% (n = 320,000); inhibition, % at 5.96 µM; AID 2280; purified GLD-1 + fluorescein TGE RNA, fluorescence polarization;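 active = percent inhibition above a per-plate cutoff, the plate mean of test compounds plus 3 SD, cut at about 30% in these data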;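 note: 0% = DMSO wells with GLD-1 and probe and 100% = wells lacking GLD-1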
Target sequence (Q17339 whole entry, looked up): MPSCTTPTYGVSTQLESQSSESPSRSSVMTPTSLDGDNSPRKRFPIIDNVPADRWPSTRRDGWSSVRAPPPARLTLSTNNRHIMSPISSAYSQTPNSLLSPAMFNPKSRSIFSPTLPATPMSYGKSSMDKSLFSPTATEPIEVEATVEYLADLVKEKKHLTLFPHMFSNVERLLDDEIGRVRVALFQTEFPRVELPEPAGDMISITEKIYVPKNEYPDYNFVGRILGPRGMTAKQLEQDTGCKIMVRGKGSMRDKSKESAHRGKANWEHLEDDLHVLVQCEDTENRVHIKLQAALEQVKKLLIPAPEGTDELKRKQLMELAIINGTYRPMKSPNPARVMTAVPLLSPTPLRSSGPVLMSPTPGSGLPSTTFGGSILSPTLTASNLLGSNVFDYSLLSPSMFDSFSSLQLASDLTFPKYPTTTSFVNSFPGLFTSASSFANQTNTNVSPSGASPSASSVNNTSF
GRK2 aptamer HTS = inhibitors of human GRK2 displacing RNA aptamer | inhibition of aptamer binding, % at 10 µM | actives 0.59% (n = 330,000) | P25098 | bead flow cytometry, FAM-aptamer displacement from GRK2;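 active = inhibition of aptamer binding above 40%, roughly 3 SD of noise, on plates passing a quality check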;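 note: median bead fluorescence of bound FAM aptamer so fluorescent compounds give negative values; no value below 0 was filed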
MEX-5 binding = C. elegans MEX-5 TCR-2 RNA binding activity | MEX-5/FITC-TCR2 RNA binding, fluorescence polarization; stronger effect = lower value | activity score (negative = inhibition of binding), % at 10 µM | actives 0.38% (n = 300,000);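 active = inhibition past about -25% in most replicates, and total fluorescence under double the plate's negative control median, limit read from the data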;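 note: 0% = DMSO and -100% = 5 µM competing unlabeled TCR2 RNA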
Fam108B counter = blocks mouse Fam108B hydrolase in RBBP9 counter-screen; actives 0.33% (n = 300,000); recombinant Fam108B, FP-Rh probe fluorescence polarization; inhibition, % at 9.51 µM;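 active = inhibition above the screen mean inhibition plus 3 SD, computed separately per campaign, cut at about 18% in these data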;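 note: inhibitors lower polarization as less probe binds the enzyme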
PME-1 inh = blocks human protein phosphatase methylesterase 1. Q9Y570. recombinant PME-1, FP-Rh probe fluorescence polarization. inhibition, % at 5.9 µM. actives 0.53% (n = 320,000);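 active = inhibition above the campaign mean of all compounds plus 3 SD, cut at about 26% in these data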;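 note: competitive labeling of PME-1 active site by serine hydrolase directed probe; 0% = PME-1 with DMSO and 100% = wells lacking PME-1 enzyme; inhibitors block probe labeling so polarization falls and inhibition rises; many of its hits are not listed in these tables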
Target sequence (Q9Y570 whole entry, looked up): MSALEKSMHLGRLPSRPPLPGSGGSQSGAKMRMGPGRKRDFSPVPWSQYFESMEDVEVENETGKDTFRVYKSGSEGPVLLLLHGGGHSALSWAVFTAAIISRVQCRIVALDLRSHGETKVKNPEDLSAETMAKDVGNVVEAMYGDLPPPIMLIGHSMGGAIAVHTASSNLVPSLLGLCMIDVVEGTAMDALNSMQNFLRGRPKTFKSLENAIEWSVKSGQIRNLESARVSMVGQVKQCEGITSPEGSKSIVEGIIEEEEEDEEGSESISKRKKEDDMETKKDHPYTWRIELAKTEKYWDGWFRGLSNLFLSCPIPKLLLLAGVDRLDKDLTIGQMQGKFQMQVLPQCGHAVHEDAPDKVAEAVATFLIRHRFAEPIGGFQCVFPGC
VLA-4 inh = inhibition in a human VLA-4 binding assay. P13612. VLA-4 expressing cells, ligand binding flow cytometry. inhibition, % (about 7 µM as worked out from the volumes in the protocol). actives 0.2% (n = 330,000). AID 2557; in the data active = inhibition above about 50%
Efflux pump mplx = antifungal efflux pump inhibition, Nile Red retention; S. cerevisiae Candida pump triplex; inhibition, % at 10 µM; actives 0.44% (n = 330,000);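 active = plate passing quality check with inhibition over a set limit, or well fluorescence over plate mean plus 4 SD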;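 note: Nile Red retained in pooled yeast measured as flow cytometry median fluorescence; 0% = buffer negative control and 100% = Enniatin B positive control; higher means more Nile Red kept so more efflux inhibition; some compounds called inactive have numbers as strong as hits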
Starred values were filed as active, the others as inactive; . = no result given.

no.	Compound	MCL1-BIM inh	BCLXL inh	GLD-1 TGE inh	GRK2 aptamer HTS	MEX-5 binding	Fam108B counter	PME-1 inh	VLA-4 inh	Efflux pump mplx
1	Cc1ccccc1N1CCN(C2CCCN(C(=O)c3noc4c3CCCC4)C2)CC1 (stereo unspecified)	7	-1	3	1	-0.4	2	3	5	0.0
2	COC(=O)c1cc(S(=O)(=O)NCC2CCN(Cc3ccc(Cl)cc3)CC2)cn1C	5	7	-7	0	2.9	-6	-5	2	0.7
3	COCCNC(=O)Cn1cc(C(=O)c2ccco2)c2ccccc21	5	6	5	0	1.1	2	2	-5	-0.2
4	COc1cccc2cc(C(=O)OC3CCN(C)CC3)c(=O)oc12	9	9	3	1	-2.3	4	0	-5	0.3
5	O=C(NC1CCCCC1)c1ccc(S(=O)(=O)c2ccccc2)cc1	3	7	0	0	3.0	5	-1	-2	0.2
6	CC(=O)N/N=C(/c1ccccc1)C(O)c1ccccc1 (stereo unspecified)	.	.	.	1	2.3	.	.	9	-0.1
7	CCCc1cc(=O)n2[nH]c(C)cc2n1	3	3	5	1	4.2	0	-8	6	-0.2
8	CSc1ccccc1NC(=O)c1ccoc1C	1	5	-1	0	1.2	-6	3	2	0.1
9	Cc1ccc(CCNC(=O)C2CCCN(S(=O)(=O)c3c(C)noc3C)C2)cc1 (stereo unspecified)	-6	0	6	1	0.9	1	2	1	0.0
10	O=C(c1cc(N2C(=O)C3C4CCC(C4)C3C2=O)ccc1Cl)N1CCN(c2ccc(F)cc2)CC1 (stereo unspecified)	-8	-4	2	2	0.5	-3	0	-8	0.1
11	CC(NC(=O)c1cc(COc2cccc(C(F)(F)F)c2)on1)c1nccs1 (stereo unspecified)	-5	2	1	3	3.5	-2	1	11	-0.1
12	CC(=O)N[C@H]1C(O)O[C@H](CO)[C@@H](O)[C@@H]1O (stereo partly specified)	4	3	5	0	-0.6	-1	1	37	0.0
13	Clc1ccccc1OCc1nc(-c2ccncc2)no1	-1	2	3	0	.	1	3	-29	0.1
14	COc1cccc(NC(=O)Cc2c(O)c3ccccc3[nH]c2=O)c1	-1	0	6	0	-4.0	5	2	11	0.1
15	CC(=O)CSc1nnc(-c2ccc(S(=O)(=O)N3CCCC3)cc2)n1C	-7	-1	12	0	1.3	-3	-6	-14	-0.5
16	NC(=S)NNc1ccnc2cc(Cl)ccc12	-9	-11	0	0	-0.2	1	5	-11	-0.1
17	Cc1cccc(N2CCN(Cc3ccc(Br)o3)CC2)c1C	4	2	-1	2	-0.8	0	1	2	0.0
18	O=C(Cn1c(=S)nc2ccccn21)N1CCc2ccccc2C1	1	7	0	0	-0.7	-2	-10	8	0.0
19	Cc1cc(C)n(CCCN2CCC(C(=O)Nc3cccc(-c4cccc(F)c4)c3)CC2)n1	2	8	-1	0	-0.5	4	-3	2	0.1
20	CN(CC(=O)Nc1ccc(Cl)cc1)C(=O)c1cc(-c2cccs2)nn1-c1ccccc1	-2	-2	9	3	-1.1	-20	-25	-1	0.1
21	CCOC(=O)Cc1nc2nc(C)cc(C)n2n1	10	9	5	1	-1.3	0	-4	8	0.0
22	Cc1ccc(C)c(Cn2c(O)c(N=NC(=S)Nc3ccccc3F)c3ccccc32)c1	13	2	6	0	0.5	-4	-2	-4	0.2
23	CN(C(=O)CSc1nc(N)c2c3c(sc2n1)CSC(C)(C)C3)c1ccccc1	16	5	3	6	1.2	0	6	0	-4.9
24	COc1ccc(-n2c(C)nnc2SCC(=O)Nc2ccccc2F)cc1	-7	-8	-7	7	-0.9	-2	-6	9	0.2
25	COc1ccc(N=C2NC(=O)C(CC(=O)NCCc3ccc(OC)c(OC)c3)S2)cc1 (stereo unspecified)	1	-2	3	1	1.5	-2	2	-7	0.0
26	Cc1nnc2sc(-c3ccccn3)nn12	1	-2	-3	3	1.7	1	0	3	-0.1
27	CCOc1cccc(C(=O)NC(=S)Nc2ccc(N3CCCC3)cc2)c1	7	4	1	0	-0.9	6	-3	25	-0.1
28	CNc1ccc(/C=C2\COc3ccccc3C2=O)cc1[N+](=O)[O-]	3	5	10	3	1.1	2	-1	3	0.1
29	O=C(NCc1ccco1)/C(=C/c1ccccc1)NC(=O)c1ccco1	2	3	-7	0	2.3	9	7	-8	0.0
30	CCOc1ccc(NC(=O)C2CCCN(c3nn4c(=O)cc(C)nc4s3)C2)cc1 (stereo unspecified)	-2	0	-10	0	1.2	0	0	-2	-0.1
31	Cc1c(-n2c(SCC(N)=O)nc3ccccc3c2=O)c(=O)n(-c2ccccc2)n1C	4	7	-2	2	1.2	0	-2	5	-0.1
32	Nc1nnc(SCC(=O)NC2CCCCCC2)s1	8	5	0	1	1.7	0	3	2	0.0
33	Cc1ccc(NC(=O)CCSc2nc(C)cc(C)n2)cc1	-1	3	6	0	-4.2	-5	6	1	-0.1
34	CCCCCC(=O)Nc1ccc(-c2csc(N)n2)cc1	-1	2	-3	22	0.6	-1	0	5	-0.1
35	CC1=NN(CCC#N)C(=O)/C1=C/c1ccc(N(C)C)cc1	-39	-26	-39	2	.	2	-1	3	-0.1
36	CCOc1ccc(NC(=O)CN(C)C(=O)c2ccc(OCC3CCCO3)cc2)cc1OCC (stereo unspecified)	4	2	-5	3	0.3	3	-2	8	-0.1
37	COC(=O)COc1ccc(/C=N/NS(=O)(=O)c2ccccc2)cc1	13	5	1	2	-0.6	7	-1	-12	-0.1
38	O=C1c2ccc([N+](=O)[O-])cc2NC(c2ccco2)N1/N=C/c1ccco1 (stereo unspecified)	-13	-4	-2	1	-3.8	0	-5	-1	0.0
39	O=C(COc1ccccc1)NC1CCCCCCC1	10	2	0	1	0.6	-3	5	-1	-0.1
40	COc1ccc(-n2nc(C(=O)NCC(=O)NCCCN3CCOCC3)c3ccccc3c2=O)cc1	-3	-1	-1	0	1.1	0	1	6	0.4
41	CC1CCC(C(C)C)C(OC(=O)C[n+]2cccc(C(N)=O)c2)C1 (stereo unspecified)	6	6	8	0	1.9	4	-6	-2	0.0
42	CC(=O)N1[C@H](C)C=C[C@]1(Cc1ccccc1)C(=O)NCCc1c[nH]c2ccccc12	-1	4	12	4	2.5	-1	2	25	-0.1
43	O=C(CCn1c(=O)oc2ccccc21)Nc1ccc(N2CCOCC2)cc1	-6	-1	1	0	-1.1	4	8	-20	0.0
44	O=C(Nc1cccc(Cl)c1)N1CCN2C(=O)c3ccccc3C12c1ccccc1 (stereo unspecified)	2	4	-4	0	-0.1	-12	-8	26	0.3
45	COc1ccc(/C=C(/C#N)C(=O)Nc2cccc([N+](=O)[O-])c2)cc1C(=O)O	9	8	9	6	2.1	0	1	21	0.1
46	COc1ccc(-c2c3c(=O)n(C)c(=O)n(C)c3cn2-c2ccccc2O)cc1	-5	1	4	0	-4.6	0	11	-13	0.0
47	CCOc1ccc(CN2CCC(C(=O)N3CCN(c4ccccc4F)CC3)CC2)cc1OC	4	-2	1	1	-0.7	0	-1	-4	-0.1
48	O=C(OCc1ccc([N+](=O)[O-])cc1)c1cc([N+](=O)[O-])ccc1N1CCOCC1	0	1	-3	2	-0.1	-1	24	-7	0.1
49	COc1ccccc1CC(=O)N1CCN(S(=O)(=O)c2ccccc2F)CC1	.	.	-1	0	.	.	.	52*	-0.1
50	C/C(=N\NC(=O)c1ccc(C(=O)N/N=C(\C)c2ccco2)o1)c1ccco1	7	6	2	2	-3.7	4	-6	-6	2.2
51	Cc1cc(=O)[nH]c(N/N=C2/CCCC/C2=C\c2ccccc2)n1	5	2	5	1	2.4	2	-1	3	0.1
52	CC[C@H](C)Cc1cn([C@@H](CCCCNC(=O)OC(C)(C)C)C(=O)NCCCCCCCCCCC(=O)N2CCN(C(=O)OC(C)(C)C)CC2)nn1	8	5	-1	3	.	-7	-4	-6	0.2
53	O=C(O)CCn1ccnc1-c1ccccc1	-1	7	1	4	-1.5	-6	-3	0	-0.1
54	CN1CCN(C(=O)c2cc3ccccc3[nH]2)CC1	7	-1	4	0	-0.4	2	-3	7	0.3
55	COCCNC(=O)CSc1nc(N)c(NC(=O)c2ccccc2F)c(=O)[nH]1	0	3	0	0	-0.1	3	-3	3	0.3
56	O=c1cc(CN2CCN(Cc3ccc(F)cc3)C(CCO)C2)[nH]c2ccccc12 (stereo unspecified)	-5	7	-5	41*	-0.7	3	3	18	0.2

The list goes on.
no.	Compound	MCL1-BIM inh	BCLXL inh	GLD-1 TGE inh	GRK2 aptamer HTS	MEX-5 binding	Fam108B counter	PME-1 inh	VLA-4 inh	Efflux pump mplx
57	Cn1cccc1C1CCCN1CC(=O)Nc1ccc(C(N)=O)cc1 (stereo unspecified)	.	.	4	0	.	.	.	8	-0.3
58	NC(=O)c1ccccc1NC(=O)COc1ccc(Cl)cc1	-1	7	-2	0	1.0	1	-4	1	0.0
59	CCOc1ccccc1N1CN(C2CCCCC2)CNC1=S	52*	-2	-3	0	.	-3	4	-4	0.3
60	Cc1ccc(N2C(=O)N(CC(=O)Nc3ccc(C)cc3[N+](=O)[O-])C(=O)C2C)cc1 (stereo unspecified)	1	8	1	0	-1.9	3	3	-3	0.3
61	O=C(COC(=O)/C=C/C(=O)OCC(=O)NC12CC3CC(CC(C3)C1)C2)NC12CC3CC(CC(C3)C1)C2	-8	4	7	2	1.4	-4	-9	27	0.7
62	COc1ccc(OC)c(-n2c(C)cc(C=O)c2C)c1	-8	-3	-2	2	3.7	5	4	14	-0.2
63	CC(C)(C)C1CCC(OCC(O)CN2CCN(c3ccccc3)CC2)CC1 (stereo unspecified)	4	8	10	2	2.1	1	-4	-12	-0.1
64	CCC(C)N(CCNC(=O)c1ccc(NC2=NC3CS(=O)(=O)CC3S2)cc1)Cc1ccco1 (stereo unspecified)	2	4	-4	0	2.8	-2	-4	-17	-0.1
65	CC(NC(=O)COC(=O)CCNC(=O)c1ccco1)C12CC3CC(CC(C3)C1)C2 (stereo unspecified)	-4	-1	0	0	2.7	5	4	18	-0.2

An excerpt (hit frequency here may not be typical).
